Screening data (PubChem BioAssay)
mIAP inh – blocks mouse intestinal alkaline phosphatase | inhibition, % at 10 µM | purified mouse IAP, CDP-Star luminescence, 30 min | 0.2% of 330,000 active;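 active = inhibition of at least 40% at 10 µM in the primary screen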;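 also: plate controls were DMSO with enzyme for no effect and no enzyme wells for full effect; values of inactives mirror those of a sister screen read the other way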
MIN6 prolif – inducers of beta-cell replication in MIN6 cells; MIN6 cells proliferation, ATPlite luminescence, 48 h; cells starved in 0.2% serum; 100% = growth in 10% serum; proliferation, % at 10 µM; 0.29% of 330,000 active;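 active = compounds whose signal lies at least 3.5 SD above the mean of all wells on their plate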;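 also: 0% = DMSO-treated cells in low-serum medium and 100% = 10% serum control; some compounds called inactive have numbers as strong as hits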
mIAP activ – increases mouse intestinal alkaline phosphatase activity. muIAP, CDP-Star luminescence, 30 min; stronger effect = higher value; 1 = vehicle-only enzyme signal, 0 = enzyme-free wells. activation factor at 10 µM. 0.24% of 330,000 active;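 active = activation factor of at least 2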; also: the source names both 10 and 20 µM as test concentration; values of inactives mirror those of a sister screen read the other way
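Assay system: mouse IAP enzyme; Reagent: CDP-Star chemiluminescent phosphatase substrate; Compound: DMSO-dissolved test compounds; Incubation: 30 min, room temperature; Technique: luminescence from enzymatic CDP-Star hydrolysis; Controls: DMSO-only wells and no-enzyme negative control.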
hIAP inh – human IAP inhibition | P09923 | purified IAP, CDP-Star luminescence, 30 min | inhibition, % at 10 µM | 0.12% of 330,000 active;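 active = inhibition reaching a set limit with compound at 10 µM in the primary screen, cut at about 35% in these data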;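 also: plate controls were DMSO wells with enzyme for no effect and no-enzyme buffer wells for full effect; values of inactives mirror those of a sister screen read the other way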
Target sequence (P09923 whole entry, looked up): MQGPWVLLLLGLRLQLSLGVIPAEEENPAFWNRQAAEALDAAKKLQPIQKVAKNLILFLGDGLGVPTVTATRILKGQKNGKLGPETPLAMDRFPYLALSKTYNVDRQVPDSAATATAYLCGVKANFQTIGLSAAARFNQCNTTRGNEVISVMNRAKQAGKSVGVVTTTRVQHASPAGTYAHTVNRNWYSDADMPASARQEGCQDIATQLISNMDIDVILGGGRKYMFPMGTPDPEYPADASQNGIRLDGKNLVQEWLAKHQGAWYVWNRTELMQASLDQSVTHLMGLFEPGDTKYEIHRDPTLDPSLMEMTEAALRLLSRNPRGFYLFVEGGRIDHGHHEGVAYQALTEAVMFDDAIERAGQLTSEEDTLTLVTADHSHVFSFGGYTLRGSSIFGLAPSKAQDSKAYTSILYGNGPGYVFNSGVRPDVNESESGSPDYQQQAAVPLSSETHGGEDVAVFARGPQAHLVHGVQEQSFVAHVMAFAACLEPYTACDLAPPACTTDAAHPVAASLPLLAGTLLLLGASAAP
hIAP act – human IAP activation | P09923 | purified human IAP, CDP-Star luminescence, 30 min; stronger effect = higher value; 1 = vehicle-only enzyme, 0 = enzyme-free background | activation factor at 10 µM | 0.16% of 330,000 active | AID 2524;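 active = activation factor of the enzyme at least 2-fold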; also: the source names both 10 and 20 µM as test concentration; values of inactives mirror those of a sister screen read the other way
NALP3 yeast inh – NALP3 inhibition in yeast; Yeast reconstituted NLRP3/ASC/caspase-1, beta-gal luminescence, 24 h; inhibition, % at 10 µM; 0.39% of 330,000 active;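 active = inhibition of 50% or more; inactive = inhibition below 50%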;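 also: plate controls were induced DMSO wells for no effect and uninduced yeast grown without galactose for full effect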
APOBEC3G inh – blocks human APOBEC3G single-stranded DNA deamination; recombinant A3G, ssDNA deamination FAM/TAMRA fluorescence; inhibition, % at 20 µM; 0.28% of 330,000 active;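 active = inhibition of at least 40% at 20 µM, with no more than 30% in the related APOBEC3A deaminase screen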;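 also: plate controls were DMSO wells with A3G for no effect and wells lacking A3G enzyme for full effect; some compounds called inactive have numbers as strong as hits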
Target sequence (Q9HC16 whole entry, looked up): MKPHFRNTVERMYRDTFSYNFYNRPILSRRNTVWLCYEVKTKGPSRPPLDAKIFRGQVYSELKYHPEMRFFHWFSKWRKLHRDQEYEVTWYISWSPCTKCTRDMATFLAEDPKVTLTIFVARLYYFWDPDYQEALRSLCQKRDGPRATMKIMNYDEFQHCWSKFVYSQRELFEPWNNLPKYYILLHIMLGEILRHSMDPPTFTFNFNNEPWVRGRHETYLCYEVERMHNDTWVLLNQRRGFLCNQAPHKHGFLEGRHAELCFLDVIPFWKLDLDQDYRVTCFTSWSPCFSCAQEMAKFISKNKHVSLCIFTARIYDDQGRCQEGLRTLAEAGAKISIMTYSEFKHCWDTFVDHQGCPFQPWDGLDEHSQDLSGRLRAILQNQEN
A3A deaminase – inhibitors of human APOBEC3A DNA deaminase; P31941; inhibition, % at 20 µM; 0.41% of 330,000 active; recombinant A3A, FAM/TAMRA ssDNA deamination fluorescence;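 active = at least 40% inhibition at 20 µM here, with at most 30% in a related deaminase screen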;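 also: plate controls were A3A with DMSO for no effect and wells lacking A3A enzyme for full effect; some results filed as inactive read as strong as hits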
Target sequence (P31941 whole entry, looked up): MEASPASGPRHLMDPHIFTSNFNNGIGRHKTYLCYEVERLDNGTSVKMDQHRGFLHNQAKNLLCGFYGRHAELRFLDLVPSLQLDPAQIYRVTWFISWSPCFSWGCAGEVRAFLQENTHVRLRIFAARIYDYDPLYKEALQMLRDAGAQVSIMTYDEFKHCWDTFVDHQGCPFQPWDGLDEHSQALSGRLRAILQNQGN
SENP1 inh – blocks the human SENP1 SUMO protease catalytic domain; Q9P0U3; recombinant SENP1 catalytic domain, CyPet-SUMO1-YPet FRET cleavage; inhibition, % at 10 µM; 0.21% of 360,000 active;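 active = inhibition at least 30% at 10 µM, raw YFP signal under a set limit, fluorescence ratio 0.5 to 1.5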;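 also: 0% = enzyme with DMSO and 100% = no enzyme wells; some results filed as inactive read as strong as hits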
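Assay system: hSENP1 catalytic domain, recombinant. Amount: SENP1 enzyme, 20 pM final. Schedule: 50 min reaction, RT, dark. Technique: FRET, CFP and YFP emission. Control set: no-enzyme wells low, DMSO-plus-enzyme wells high control.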
Active calls of the source: *. This is a subset, so the mix of outcomes need not match the whole.

The first 2 compounds (preview)
For CC(C)Oc1ccc(C2CCC(=O)NC2=O)cc1 (stereo not given) the results were mIAP inh 7, MIN6 prolif 0, mIAP activ 0.93, hIAP inh -10, hIAP act 1.1, NALP3 yeast inh 8, APOBEC3G inh -1, A3A deaminase -2 and SENP1 inh 3.
For Cn1c(SCc2cnc(-c3ccccc3)s2)nnc1C1COc2ccccc2O1 (stereo not given) the results were mIAP inh 18, MIN6 prolif -1, mIAP activ 0.82, hIAP inh 5, hIAP act 0.95, NALP3 yeast inh 7, APOBEC3G inh 2, A3A deaminase 1 and SENP1 inh 0.

This part in full, previewed entries included:
For CC(C)Oc1ccc(C2CCC(=O)NC2=O)cc1 (stereo not given) the results were mIAP inh 7, MIN6 prolif 0, mIAP activ 0.93, hIAP inh -10, hIAP act 1.1, NALP3 yeast inh 8, APOBEC3G inh -1, A3A deaminase -2 and SENP1 inh 3.
For Cn1c(SCc2cnc(-c3ccccc3)s2)nnc1C1COc2ccccc2O1 (stereo not given) the results were mIAP inh 18, MIN6 prolif -1, mIAP activ 0.82, hIAP inh 5, hIAP act 0.95, NALP3 yeast inh 7, APOBEC3G inh 2, A3A deaminase 1 and SENP1 inh 0.
Screening CC(C)NC(=O)CSc1ccccc1C(=O)NCc1ccc2c(c1)OCO2 returned mIAP inh -6, MIN6 prolif 0, mIAP activ 1.1, hIAP inh 1, hIAP act 0.99, NALP3 yeast inh -6, APOBEC3G inh -8, A3A deaminase -4 and SENP1 inh 0.
Screening CCOC(=O)c1c(NC(=O)C2C3C=CC(C3)C2C(=O)O)sc2c1CCC(C)C2 (stereo not given) returned mIAP inh 3, MIN6 prolif -1, mIAP activ 0.97, hIAP inh 13, hIAP act 0.87, NALP3 yeast inh 17, APOBEC3G inh -5, A3A deaminase -3 and SENP1 inh 1.
O=C(c1cc(C(=O)N2CCN(c3ccc(F)cc3)CC2)cc([N+](=O)[O-])c1)N1CCN(c2ccc(F)cc2)CC1 was read as mIAP inh 4, MIN6 prolif -5, mIAP activ 0.96, hIAP inh -21, hIAP act 1.2, NALP3 yeast inh 27, APOBEC3G inh -5, A3A deaminase -5 and SENP1 inh -14.
Screening CCOC(=O)c1nc(Nc2ccc(C(=O)OC)cc2)c2ccccc2n1 returned mIAP inh 3, MIN6 prolif -1, mIAP activ 0.97, hIAP inh -10, hIAP act 1.1, NALP3 yeast inh -5, APOBEC3G inh -7, A3A deaminase -5 and SENP1 inh 1.
CCCCC1CCC(C(=O)N2CCOCC2)CC1 (stereo not given) was read as mIAP inh -9, MIN6 prolif -3, mIAP activ 1.1, hIAP inh -8, hIAP act 1.1, NALP3 yeast inh 31, APOBEC3G inh -5, A3A deaminase 0 and SENP1 inh 2.
`CSc1ccc2c(c1)N(CCC1CCCCN1C)c1ccccc1S2` (stereo not given) gave mIAP inh 2, MIN6 prolif -8, mIAP activ 0.98, hIAP inh 6, hIAP act 0.94, NALP3 yeast inh 52*, APOBEC3G inh -5, A3A deaminase -1 and SENP1 inh -1.
`Cc1[nH]c(=O)[nH]c(=O)c1S(=O)(=O)N(CC(C)C)CC(C)C` gave mIAP inh 2, MIN6 prolif 4, mIAP activ 0.98, hIAP inh -12, hIAP act 1.1, NALP3 yeast inh 10, APOBEC3G inh -2, A3A deaminase -1 and SENP1 inh 0.
Screening CCCCCCN(C(=O)CCCCCN1C(=O)NC(c2ccc(-c3ccccc3)cc2)C(C(=O)OCc2ccccc2)=C1C)C(C(=O)NCCCC)c1cccc(C(=O)OC)c1 (stereo not given) returned mIAP inh -2, MIN6 prolif -8, mIAP activ 1, hIAP inh 9, hIAP act 0.91, NALP3 yeast inh -14, APOBEC3G inh -6 and A3A deaminase -3.
For CC(C)(C)c1cc(NC(=O)NN2CCOCC2)nn1-c1c(Cl)cc(Cl)cc1Cl the results were mIAP inh -1, MIN6 prolif 0, mIAP activ 1, hIAP inh 9, hIAP act 0.91, NALP3 yeast inh 19, APOBEC3G inh -4, A3A deaminase -2 and SENP1 inh 3.
O=C(c1ccc2c(c1)C(=O)N(Cc1ccco1)C2=O)N1CCOCC1 was read as mIAP inh -1, MIN6 prolif -2, mIAP activ 1, hIAP inh 10, hIAP act 0.9, NALP3 yeast inh 15, APOBEC3G inh -3, A3A deaminase 0 and SENP1 inh 0.
For CC(C)C(C)NC(=O)CSc1nc2scc(-c3ccco3)c2c(=O)n1-c1ccccc1 (stereo not given) the results were mIAP inh 1, MIN6 prolif 0, mIAP activ 0.99, hIAP inh 14, hIAP act 0.86, NALP3 yeast inh 4, APOBEC3G inh 0, A3A deaminase 2 and SENP1 inh -3.
For CC(C)C[C@@H](CSc1ccccc1)N1CCN(C)CCC1=O the results were mIAP inh -5, MIN6 prolif -1, mIAP activ 1, hIAP inh 12, hIAP act 0.89, NALP3 yeast inh 8, APOBEC3G inh -7, A3A deaminase 0 and SENP1 inh -2.
For Cc1ccc(N(C(=O)c2ccco2)C2C=CS(=O)(=O)C2)cc1 (stereo not given) the results were mIAP inh 0, MIN6 prolif -1, mIAP activ 1, hIAP inh 3, hIAP act 0.97, NALP3 yeast inh 16, APOBEC3G inh -1, A3A deaminase 3 and SENP1 inh 2.
Screening COc1ccc(C(CCNCc2ccccc2)c2ccc(F)cc2)cc1 (stereo not given) returned mIAP inh -3, MIN6 prolif -6, mIAP activ 1, hIAP inh -6, hIAP act 1.1, NALP3 yeast inh 30, APOBEC3G inh -2, A3A deaminase -1 and SENP1 inh 1.
C#CCOCCOCCOCCNc1nc(N2CCN(C(=O)C(Cc3ccc(O)cc3)n3cc(C(N)C(C)CC)nn3)CC2)nc(N2CCN(C(=O)C(Cc3ccc(O)cc3)n3cc(C(N)C(C)CC)nn3)CC2)n1 (stereo not given) was read as mIAP inh -5, MIN6 prolif -1, mIAP activ 1.1, hIAP inh 16, hIAP act 0.84, NALP3 yeast inh 6, APOBEC3G inh -10, A3A deaminase -5 and SENP1 inh 3.
For CCOc1ccc(-c2c(C(=O)N/N=C/c3ccoc3)nnn2-c2nonc2N)cc1 the results were mIAP inh -4, MIN6 prolif 1, mIAP activ 1, hIAP inh -21, hIAP act 1.2, NALP3 yeast inh -3, APOBEC3G inh -5, A3A deaminase -3 and SENP1 inh 2.
Screening COc1ccccc1C(=O)NC(=S)NC12CC3CC(CC(C3)C1)C2 returned mIAP inh 10, MIN6 prolif -5, mIAP activ 0.9, hIAP inh -23, hIAP act 1.2, NALP3 yeast inh 6, APOBEC3G inh -1, A3A deaminase 1 and SENP1 inh 1.
For CCOC(=O)C1=C(c2ccccc2)NC(=O)NC1c1ccc(N(C)C)cc1 (stereo not given) the results were mIAP inh -3, MIN6 prolif 1, mIAP activ 1, hIAP inh 6, hIAP act 0.94, NALP3 yeast inh -4, APOBEC3G inh 2, A3A deaminase -1 and SENP1 inh -2.
COc1ccc(NC(=O)C2CC(=O)N/C(=N/NC(=O)c3ccc(Cl)cc3)S2)cc1 (stereo not given) was read as mIAP inh 12, MIN6 prolif -1, mIAP activ 0.88, hIAP inh -62, hIAP act 1.6, NALP3 yeast inh -7, APOBEC3G inh 4, A3A deaminase 2 and SENP1 inh 2.
Screening CS(=O)(=O)N1CCc2cc(C(=O)N3CCN(c4ccccc4)CC3)ccc21 returned mIAP inh -5, MIN6 prolif -3, mIAP activ 1, hIAP inh -18, hIAP act 1.2, NALP3 yeast inh -13, APOBEC3G inh -1, A3A deaminase -1 and SENP1 inh 1.
O=C1c2ccccc2NC(c2cccc(O)c2)N1Cc1ccco1 (stereo not given) was read as mIAP inh -7, MIN6 prolif -5, mIAP activ 1.1, hIAP inh -15, hIAP act 1.2, NALP3 yeast inh 0, APOBEC3G inh -2, A3A deaminase -6 and SENP1 inh -2.
`CCc1cc2c(C)cc(=O)oc2cc1OC(=O)C1CCCN1C(=O)OC(C)(C)C` (stereo not given) gave mIAP inh 2, MIN6 prolif -3, mIAP activ 0.98, hIAP inh -6, hIAP act 1.1, NALP3 yeast inh 11, APOBEC3G inh -7 and A3A deaminase -2.
COCc1nc(-c2ccc(-c3ccc(C)cc3)nc2OC)no1 was read as mIAP inh 2, MIN6 prolif -2, mIAP activ 0.98, hIAP inh 0, hIAP act 1, NALP3 yeast inh 32, APOBEC3G inh -2, A3A deaminase 1 and SENP1 inh -44.
Screening Cc1cc(-c2csc(N)n2)c(C)n1-c1ccccc1 returned mIAP inh 26, MIN6 prolif -4, mIAP activ 0.73, hIAP inh -4, hIAP act 1, NALP3 yeast inh 15, APOBEC3G inh -6, A3A deaminase 0 and SENP1 inh -3.
For Cc1onc(-c2ccccc2Cl)c1C(=O)Nc1nn[nH]n1 the results were mIAP inh -3, MIN6 prolif 2, mIAP activ 1, hIAP inh -5, hIAP act 1.1, NALP3 yeast inh 0, APOBEC3G inh -7, A3A deaminase -3 and SENP1 inh -3.
Screening Cc1cccc(N2CCN(S(=O)(=O)c3ccc4c(c3)OCCO4)CC2)c1C returned mIAP inh -1, MIN6 prolif 0, mIAP activ 1, hIAP inh 7, hIAP act 0.93, NALP3 yeast inh 14, APOBEC3G inh -5, A3A deaminase 4 and SENP1 inh 0.
Screening O=C(OCC(=O)N1CCc2ccccc21)c1cc(S(=O)(=O)N2CCOCC2)ccc1F returned mIAP inh 8, MIN6 prolif -4, mIAP activ 0.92, hIAP inh -4, hIAP act 1, NALP3 yeast inh 19, APOBEC3G inh -1, A3A deaminase 5 and SENP1 inh 1.
`O=C(Nc1nc2c(s1)COc1ccccc1-2)c1cccs1` gave mIAP inh 18, MIN6 prolif -6, mIAP activ 0.82, hIAP inh 20, hIAP act 0.8, NALP3 yeast inh 32, APOBEC3G inh -3, A3A deaminase -4 and SENP1 inh -12.
CCCCCCc1nc(C(N)=O)c2[nH]c(=O)n(-c3ccccc3F)c2n1 was read as mIAP inh -9, MIN6 prolif -1, mIAP activ 1.1, hIAP inh -110, hIAP act 2.1*, NALP3 yeast inh 14, APOBEC3G inh -3, A3A deaminase -4 and SENP1 inh -1.
Screening COc1ccc(NC(=O)CSc2nnc(Cc3ccccc3)c(=O)n2N)c(OC)c1 returned mIAP inh 12, MIN6 prolif -2, mIAP activ 0.88, hIAP inh -20, hIAP act 1.2, NALP3 yeast inh 9, APOBEC3G inh -6, A3A deaminase 0 and SENP1 inh 1.
Screening COc1ccc(NC(=O)COc2ccc(C(=O)NC3CCCc4ccccc43)cc2OC)cc1 (stereo not given) returned mIAP inh -10, MIN6 prolif 1, mIAP activ 1.1, hIAP inh -5, hIAP act 1.1, NALP3 yeast inh 4, APOBEC3G inh -1, A3A deaminase 1 and SENP1 inh -5.
Screening CCN(CC(=O)Nc1ccccc1C(F)(F)F)C(=O)CCc1nc2ccccc2c(=O)[nH]1 returned mIAP inh -7, MIN6 prolif 0, mIAP activ 1.1, hIAP inh 9, hIAP act 0.91, NALP3 yeast inh 10, APOBEC3G inh -2, A3A deaminase 3 and SENP1 inh -5.
For COc1ccc(CCNC(=O)CCN2C(=O)c3cccc4cccc(c34)C2=O)cc1OC the results were mIAP inh 6, MIN6 prolif 7.9*, mIAP activ 0.94, hIAP inh -3, hIAP act 1, NALP3 yeast inh 20, APOBEC3G inh -4, A3A deaminase -2 and SENP1 inh -1.
CCn1c(SCc2cc(=O)[nH]c3ccccc23)nc2c1c(=O)n(C)c(=O)n2C was read as mIAP inh -2, MIN6 prolif -1, mIAP activ 1, hIAP inh 11, hIAP act 0.89, NALP3 yeast inh 13, APOBEC3G inh -7, A3A deaminase -2 and SENP1 inh 2.
